Polio RdRp inh: inhibitors of poliovirus RNA polymerase binding and polymerization; P03300; poliovirus polymerase elongation, fluorescence polarization; hits give low values; 150,000 compounds, 0.66% hits; % elongation, % (compound at 16.7 µg/mL); AID 588519; in the data active = % elongation below about 90%; also: some results filed as inactive read as strong as hits
Target sequence (P03300 1749-2209 limits assumed): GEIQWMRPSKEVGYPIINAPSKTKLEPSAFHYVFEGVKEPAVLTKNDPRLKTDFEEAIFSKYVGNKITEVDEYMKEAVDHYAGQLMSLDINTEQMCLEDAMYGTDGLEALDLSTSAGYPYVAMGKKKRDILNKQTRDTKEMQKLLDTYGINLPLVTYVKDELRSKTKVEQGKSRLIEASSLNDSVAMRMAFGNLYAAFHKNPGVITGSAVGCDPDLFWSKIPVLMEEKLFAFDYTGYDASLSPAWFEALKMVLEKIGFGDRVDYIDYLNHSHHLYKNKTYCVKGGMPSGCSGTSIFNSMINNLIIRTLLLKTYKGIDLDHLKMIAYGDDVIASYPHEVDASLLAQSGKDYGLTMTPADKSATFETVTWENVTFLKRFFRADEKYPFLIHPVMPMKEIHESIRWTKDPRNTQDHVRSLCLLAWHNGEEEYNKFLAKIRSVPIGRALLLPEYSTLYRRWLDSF
Polio RdRp inh FP z-score: further read-out of Polio RdRp inh, marked with its call; z-score; measured here: FP z-score; hits read low
* marks the source's active call; other numbers are inactive results; & = joins results of further samples. This is a subset; rates above refer to the full screens.

SMILES | Polio RdRp inh | Polio RdRp inh FP z-score
O=C(c1cnc2sccn2c1=O)N1CCCc2ccccc21 | 101 | 0.3
Cc1oc2ncn(CC(C)C)c(=O)c2c1C(=O)N(CCN(C)C)Cc1ccccc1 | 113 | 0.8
COc1ccc(C)cc1NC(=O)CCNC(=O)Cn1ccc2ccccc2c1=O | 107 | 0.6
CCOC(=O)/C=C1\SCC(=O)N1CCOC(=O)c1ccccc1SC | 133 | 4.3
CCCC1=NN2C(=N)/C(=C/c3ccc(OCCOc4ccccc4)cc3)C(=O)N=C2S1 | 103 | 0.4
CN(Cc1ccccc1)C(=O)COC(=O)c1ccc(I)cc1 | 103 | 0.9
Nc1ccccc1-c1ccccc1N | 104 | 0.4
Cc1ccc(C)c(N2CCN(C(=O)CCc3nnc4n(CC(C)C)c(=O)c5ccccc5n34)CC2)c1 | 107 | 1
COc1ccc2cc(C(C)C(=O)Nc3cc(Cl)cc(Cl)c3)ccc2c1 (stereo not drawn) | 105 | 0.4
Nc1cc(N)nc(SCC(=O)NC(=O)NC2CCCC2)n1 | 104 | 0.3
COc1cccc(NC(=O)Nc2nnc(N3CC(C)CC(C)C3)s2)c1 (stereo not drawn) | 102 | 0.1
CC(C)N(C(=S)Nc1ccc(Oc2ccccc2)cc1)C(C)c1ccccn1 (stereo not drawn) | 101 | -0.5
Cc1cc(OCC(=O)NCc2ccc3c(c2)OCO3)ccc1Cl | 103 | 0.6
CCOc1ccc(-c2cnc(NCc3ccc(OC)cc3OC)n2C)cc1 | 105 | 0.3
O=C(Nc1ccc(C(F)(F)F)cc1)Nc1ccc(N2CCN(c3ncccc3C(F)(F)F)CC2)nc1 | 102 | 0.2
Cc1cc(C(=O)OCC(=O)NCc2ccco2)c(C)o1 | 102 | -0.1
CCC(C)N=Cc1c(O)[nH]c(=O)[nH]c1=O (stereo not drawn) | 98 | -0.6
COc1ccc(CCNC(=O)C2CCCCC2)cc1OC | 104 | 0.1
O=C(Cc1n[nH]c(=O)c2ccccc12)NCC(c1ccc(F)cc1)N1CCOCC1 (stereo not drawn) | 108 | 0.7
O=C(Nc1cccc2ncccc12)c1cc2ccccc2o1 | 105 | 0.2
CC(C)c1ccc(Nc2c(-c3ccc(N(C)C)cc3)nc3nc[nH]n23)cc1 | 102 | 0.3
Cc1nc2ccccc2nc1Sc1nnc(-c2ccccc2)o1 | 131 | 2.9
NC(CO)C(=O)NNCc1ccc(O)c(O)c1O (stereo not drawn) | 101&100 | 0.2&0.2
Cc1sc(Cc2ccc(Cl)cc2)nc1O | 105 | 0.3
CC(C)NC(=O)C1CCCN(C(=O)N2CCOc3ccccc32)C1 (stereo not drawn) | 99 | -1.3
O=C(O)CCCCC1SCC2NC(=O)NC21 (stereo not drawn) | 101 | 0.4
Cc1nnc2n1NC(c1ccc(Cl)cc1)=CS2 | 101 | -0.5
CC(C)(C)c1ccc(-c2nnnn2-c2ccccc2)cc1 | 107 | 0.4
CCOC(=O)c1c(C)[nH]c(C)c1S(=O)(=O)N1CCC(C(=O)Nc2ccc(F)cc2F)CC1 | 102 | -0.3
CCc1ccc(NC(=O)N(Cc2cccnc2)Cc2ccco2)cc1 | 103 | 0.7

Single values from the results shown.
Value of Cc1cc(C(=O)OCC(=O)NCc2ccco2)c(C)o1 in Polio RdRp inh: 102
Value of Cc1sc(Cc2ccc(Cl)cc2)nc1O in Polio RdRp inh FP z-score: 0.3

Continued.
SMILES | Polio RdRp inh | Polio RdRp inh FP z-score
COc1ccc2nc(NC(=O)c3nn(C(C)C)c(=O)c4ccccc34)sc2c1 | 103 | -0.1
Cc1ccc(-n2c(=O)c3c(C)c(C(=O)N(C)C)sc3n(Cc3ccccc3C)c2=O)cc1C | 106 | 0.1
COc1ccc(-c2cc(C(=O)Nc3sc4c(c3C#N)CCCC4)no2)cc1OC | 95 | -1.2
CC(C)(C)C1CCc2nc(NC(=O)Cc3cn4ccsc4n3)sc2C1 (stereo not drawn) | 104 | 0.2
CCn1c(=O)c2cc(C(=O)N(C)c3cccc(C(F)(F)F)c3)sc2c2ccccc21 | 104 | 1
CCN(CC)C(=O)CSc1ccc2c(c1)OCCO2 | 104 | 0.1
C=CCc1cc(C=C2C(=O)NC(=O)NC2=O)cc(OC)c1OC | 100 | -0.2
CCn1cc(C(=O)NCCc2ccc(Cl)cc2)c(=O)c2cc(S(=O)(=O)N3CCCCCC3)ccc21 | 104 | 0
O=C(c1nn2c(C(F)(F)F)cc(-c3ccccc3)nc2c1Br)N1CCN2CCCC2C1 (stereo not drawn) | 102 | 0.2
c1ccc(-c2nc(SCC3CCOCO3)oc2-c2ccccc2)cc1 (stereo not drawn) | 104 | 0.2
CCOC(=O)CSc1nnc(CSc2nc(N)c3c(C)c(C)sc3n2)n1-c1ccccc1 | 102 | 0
CCCCC[C@H](O)/C=C/C=C\CCCCCCCC(=O)O | 101&101 | -0.1&0.3
Cc1noc2ncnc(SCC(=O)Nc3cc(Cl)cc(Cl)c3)c12 | 102 | -0.4
CN1CCN(CC(=O)CCN2C(=O)/C(=C/c3ccccc3Cl)SC2=S)CC1 | 103 | 0.7
CC1CCc2c(sc3ncnc(NC4CC4)c23)C1 (stereo not drawn) | 108 | 0.7
CCOCC(=O)Nc1cccc(Br)c1 | 100 | 0
CCOc1ccc(CCNC(=O)c2cc3c(=O)n(C)c4ccccc4c3s2)cc1OCC | 103 | -0.1
CCOc1ccc(NC(=O)c2c(Nc3ccccc3C)sc(C(=O)c3ccccc3)c2N)cc1 | 109 | 0.5
COC(=O)/C=C1/N/C(=N/c2nc3cc(C)ccc3o2)NC1=O | 100 | -0.3
COC(=O)c1cccc(COC(=O)c2cccnc2SC)c1 | 104 | 0.1
CCCSc1nnc(Nc2ccccc2OC)s1 | 106 | 0.3
COC(=O)c1ccc(C(c2cc3c(cc2O)OCO3)N2CCN(c3ccccc3)CC2)cc1 (stereo not drawn) | 99 | -0.8
Cc1ccccc1C(=O)OCC(=O)c1sc2ccc(Cl)cc2c1C | 102 | -0.4
Cc1cc(Cl)ccc1OCC(=O)Nc1c(Cl)ccc2nsnc12 | 100 | -1.3
CCc1ccc(NS(=O)(=O)c2ccc3[nH]cc(C(=O)N(C)Cc4ccco4)c(=O)c3c2)cc1 | 105 | -1.3
CN1C(=O)N(C)C(=O)C(C2CCC3OCC2O3)(C2CCC3OCC2O3)C1=O (stereo not drawn) | 110 | 0.6
O=C(COc1c(Br)cc(Br)c2cccnc12)N1CCCCC1 | 102 | 0
C=CCNC(=O)C1CCCN(S(C)(=O)=O)C1 (stereo not drawn) | 104 | 1.6
Cc1csc(NC(=O)NC(C)(C)C)n1 | 106 | 0.4
Cc1nc(SCC(=O)NC2CCCC2)[nH]c(=O)c1Cc1ccccc1 | 102 | 0.1

Exported as tab-separated lines: part of the list above.
mol	Polio RdRp inh	Polio RdRp inh FP z-score
CN1C(=O)N(C)C(=O)C(C2CCC3OCC2O3)(C2CCC3OCC2O3)C1=O (stereo not drawn)	110	0.6
O=C(COc1c(Br)cc(Br)c2cccnc12)N1CCCCC1	102	0
C=CCNC(=O)C1CCCN(S(C)(=O)=O)C1 (stereo not drawn)	104	1.6

More structures follow.
SMILES | Polio RdRp inh | Polio RdRp inh FP z-score
CCCc1cc(=O)n2[nH]c(NCc3ccc(CC)cc3)nc2n1 | 111 | -0.3
Cc1cc(NC(=O)COC(=O)C2CCN(S(=O)(=O)c3ccc(C(C)C)cc3)CC2)no1 | 103 | 0.5
Cc1ccccc1CN1C(=O)/C(=C\c2ccc(C(=O)N3CCOCC3)cc2)Sc2ccccc21 | 103 | 0.7
O=C(c1ccccc1)c1cnn(-c2ccc(Cl)cc2)n1 | 105 | 0.1
CC(=O)c1cc(-c2ccccc2)n(CC(=O)Nc2ccc(C)cc2C)c1C | 106 | 0.3
NC(=O)c1ccc(OCc2cc3c(cc2Br)OCCO3)cc1 | 104 | 0
O=C(O)Cn1c2c(c3cc(F)ccc31)CCCC2 | 98 | -1.1
O=C(CSc1nnc(-c2ccccc2)c(-c2ccccc2)n1)NC1CCCCC1 | 104 | -0.7
O=c1[nH]nc(-c2cccs2)cc1Cc1ccsc1 | 104 | 0.4
CON(C)C(=O)c1sc2ccccc2c1Cl | 103 | 0.5
Cc1ccc(NS(=O)(=O)c2ccc(NC(=O)N3CCCC3)cc2)cc1C | 114 | 1.6
Nc1c(C(=O)O)noc1C(=O)c1ccccc1 | 101 | -0.3
COc1ccc(CC(N)C(=O)N[C@H]2[C@@H](O)[C@H](n3cnc4c(N(C)C)ncnc43)O[C@@H]2CO)cc1 (stereo partly drawn) | 98 | 0
CCC(CC)c1nc2ccccc2[nH]1 | 102 | 0
CCOc1ccccc1NC(=O)CSc1nnc2[nH]c(=O)cc(-c3ccccc3)n12 | 100 | -1.4

Molecules listed so far with a COOH group:
SMILES | Polio RdRp inh | Polio RdRp inh FP z-score
O=C(O)CCCCC1SCC2NC(=O)NC21 (stereo not drawn) | 101 | 0.4
CCCCC[C@H](O)/C=C/C=C\CCCCCCCC(=O)O | 101&101 | -0.1&0.3
O=C(O)Cn1c2c(c3cc(F)ccc31)CCCC2 | 98 | -1.1
Nc1c(C(=O)O)noc1C(=O)c1ccccc1 | 101 | -0.3

Remaining list, next part:
SMILES | Polio RdRp inh | Polio RdRp inh FP z-score
CCOc1ccc(-n2c(SCc3nc(-c4ccccc4C)no3)nnc2-c2ccccc2)cc1 | 111 | 0.9
CC(=O)c1ccc(NC(=O)NCCc2c[nH]c3ccccc23)cc1 | 116 | 0.1
COCCCNC(=O)CN1C(=O)COc2ccc(S(=O)(=O)N3CCCCCC3)cc21 | 107 | 0.5
CN(C)c1ccc(-c2nnn(CC(=O)N(C)C3CCCCC3)n2)cc1 | 104 | 0.5
Cc1ccc(CNC(=O)C(=O)NCC(c2cccnc2)N2CCN(c3ccc(F)cc3)CC2)cc1 (stereo not drawn) | 111 | 0.6
CCCCNC(=O)CCCN1C(=O)c2ccccc2Sc2ncccc21 | 109 | 0.4
CC(C)(C)OC(=O)N1CCC(c2c(C(=O)NC3CCCCC3)cnn2-c2cccc(Cl)c2)CC1 | 106 | -0.2
CCn1c(SCc2cc(=O)n3cc(C)ccc3n2)nc2ccccc21 | 99 | -0.8
CCc1cccc(NC(=O)c2cc3cc4ccc(OC)cc4nc3o2)c1 | 105 | 1.3
O=C(O)C1CCCN1C(=O)c1cccnc1 (stereo not drawn) | 105 | 0.2
CCN(CC(=O)NCc1ccc(F)cc1)C(=O)c1cc(S(=O)(=O)N2CCOCC2)ccc1Cl | 103 | 0
Cc1ccc(NC(=O)Cc2csc(C)n2)c(C)c1 | 103 | -0.9
CCC(CC)C(=O)Nc1cccc(C(=O)N2CCCC2)c1 | 101 | 0.1
C#CCOc1c(Cl)cc(CNCC2CN(CC(C)C)CCO2)cc1OC (stereo not drawn) | 95 | -1
COc1ccc2[nH]c(=O)c(CN(Cc3ccco3)C(=S)NCc3ccco3)cc2c1 | 101 | 0.1

Profiles from above. Order of values: Polio RdRp inh	Polio RdRp inh FP z-score
CCOc1ccc(-n2c(SCc3nc(-c4ccccc4C)no3)nnc2-c2ccccc2)cc1 across the screens: 111	0.9
CC(=O)c1ccc(NC(=O)NCCc2c[nH]c3ccccc23)cc1 across the screens: 116	0.1
CCN(CC(=O)NCc1ccc(F)cc1)C(=O)c1cc(S(=O)(=O)N2CCOCC2)ccc1Cl across the screens: 103	0

Next section:
SMILES | Polio RdRp inh | Polio RdRp inh FP z-score
CCCCN(C)C(=O)c1nn(C)c2c1CSc1ccccc1-2 | 102 | -1
CC1=C(c2ccc(C(C)C)cc2)S(=O)(=O)N=C1N1CCC(C(=O)NCc2ccc(C)o2)CC1 | 115 | 0.8
Cc1c(C(=O)N(Cc2ccc(N(C)C)cc2)Cc2ccco2)oc2cc(Br)ccc12 | 109 | 0.6
CCC(=O)NC1CC(=O)N(c2ccc3c(c2)OCCO3)C1 (stereo not drawn) | 105 | -0.4
COc1ccc(N2CCN(CC(=O)c3ccc(OC)c(OC)c3)CC2)cc1 | 104 | 0.5
O=C(NS(=O)(=O)c1ccc(Cl)cc1)C1CC1 | 102 | 0.5
Cc1ccc(-c2nc3scc(CCNC(=O)Cc4ccccc4)n3n2)cc1 | 101 | -0.5
O=C(Cc1ccccc1)Nc1sc2c(c1C(=O)Nc1cccc(Cl)c1)CCCCC2 | 104 | 0.3
O=C(Cn1c(=O)c2cc(Cl)ccc2n2nncc12)Nc1ccccc1 | 105 | -0.3
CCCc1c(C(=O)OCC)[nH]c2c1C(=O)CC(c1ccccc1)C2 (stereo not drawn) | 99 | -0.6
Cc1cnn(C(=S)NCc2ccc(Cl)cc2)c1 | 102 | 0.9
C=CCn1c(=O)n(CC=C)c(=O)n(Cc2ccc(C#N)cc2)c1=O | 101 | 0
CC(Nc1ccccc1)C(=O)N1CCc2ccccc21 (stereo not drawn) | 102 | -0.1
Cc1ccc(C(=O)NCc2ccc(-c3nc4ncccc4o3)cc2)cc1 | 101 | -0.3
CN(C)C(=O)Oc1nnc(SCC(=O)c2ccc3c(c2)OCCO3)n1C1Cc2ccccc2C1 | 112 | 1
O=c1c(-c2ccc(Br)cc2)coc2cc(O)cc(O)c12 | 99 | -0.4
CCOC(=O)c1c(-c2c(Cl)cccc2Cl)noc1C | 112 | 1.1
CC(=O)NC1[C@@H](O)OC(CO)[C@@H](O)[C@H]1O[C@H](C)C(=O)O (stereo partly drawn) | 101 | 0.2
C#CCSc1ncc(-c2ccc(Cl)cc2)n1C | 106 | 1.5
O=C(O)c1cc2c(cc1NC(=O)C1CCCC1)OCCCO2 | 104 | 0.2
COc1ccc(CCNC(=O)c2cccc(-n3c(C)nc4cccnc43)c2)cc1OC | 111 | 0.6
C=CCNC(=O)c1c(N)n(Cc2ccc(OC)cc2)c2nc3ccccc3nc12 | 110 | 0.4
Cc1ccc(Cn2cc3c(n2)-c2c(oc(C(=O)Nc4cc(C)ccc4C)c2C)CC3)cc1 | 102 | 0.1
CCOc1cccc2cc(-c3nc4ccccc4s3)c(=O)oc12 | 102 | 0.1
CCCCn1c(C)c(C)c(S(=O)(=O)c2ccccc2)c1N | 104 | 0.5
CC(NC(=O)NC1CCCCC1)C(c1ccccc1)N1CCOCC1 (stereo not drawn) | 104 | 0.2
C=CCn1c2ccccc2c2nn(C)c(=S)nc21 | 106 | 0.3
CCSc1nnc(C2CCCN(C(=O)NCc3ccccc3)C2)n1C (stereo not drawn) | 105 | 1.3
Cc1cc(N)n(-c2ncnc3sc4c(c23)CCCC4)n1 | 111 | 1

High-throughput results: PubChem BioAssay, ICCB-Longwood Screening Facility, Harvard Medical School
